High-throughput results: PubChem BioAssay, several laboratories
TbHK1 inh = T. brucei hexokinase 1 inhibition; recombinant TbHK1, G6PDH-coupled NADH A340; inhibition, % at 10 µM; 220,000 compounds, 0.11% hits; AID 1430;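 active = inhibition of 50% or more in the single-dose primary screen; inactive = inhibition below 50%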
Wee1 degr inh = inhibitors of human Wee1 degradation; HeLa Luc-Wee1K328M stability, luciferase luminescence; 100% = proteasome inhibitor MG132 effect; reporter increase, % at 5 µM; 220,000 compounds, 1.2% hits;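 active = activation above the mean of all tested compounds plus 3 SD, set per screening run, cut at about 8.8% in these data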;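 note: cells exposed to compound for 20 h before luminescence read; 0% = DMSO alone and 100% = MG132 at 30 µM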
Target sequence (P30291 whole entry K328M): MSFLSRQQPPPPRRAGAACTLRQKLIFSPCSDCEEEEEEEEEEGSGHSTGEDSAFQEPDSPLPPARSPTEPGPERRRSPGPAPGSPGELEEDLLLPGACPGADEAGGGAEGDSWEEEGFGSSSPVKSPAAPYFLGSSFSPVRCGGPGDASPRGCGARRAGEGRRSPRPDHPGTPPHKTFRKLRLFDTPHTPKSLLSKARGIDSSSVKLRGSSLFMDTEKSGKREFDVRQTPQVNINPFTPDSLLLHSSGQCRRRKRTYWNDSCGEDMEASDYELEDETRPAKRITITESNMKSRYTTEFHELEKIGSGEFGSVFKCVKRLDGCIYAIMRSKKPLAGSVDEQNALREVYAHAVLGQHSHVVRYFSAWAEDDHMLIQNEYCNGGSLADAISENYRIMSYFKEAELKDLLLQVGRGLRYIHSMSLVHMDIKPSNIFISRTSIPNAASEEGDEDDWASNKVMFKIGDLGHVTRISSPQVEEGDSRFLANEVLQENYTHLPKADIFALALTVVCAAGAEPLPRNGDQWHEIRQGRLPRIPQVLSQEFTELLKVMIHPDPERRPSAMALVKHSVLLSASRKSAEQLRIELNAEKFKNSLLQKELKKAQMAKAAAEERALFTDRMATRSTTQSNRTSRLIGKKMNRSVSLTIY
TNF necrop inh = inhibitors of TNF-alpha induced necroptosis in Jurkat FADD-/- cells | AID 463075 | activation (protection from cell death), % at 10 µM | Jurkat FADD-/- TNF necroptosis rescue, ATP luminescence, 24 h; 0 = TNF only, 100 = no-TNF cells | 220,000 compounds, 0.068% hits;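 active = activation, meaning protection from cell death, of at least 50% relative to plate controls; inactive = activation below 50%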;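 note: necroptosis triggered by 40 ng/mL TNF-alpha added together with compound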
zVAD death inh = L929 zVAD cell death inhibition. L929 zVAD necroptosis rescue, ATP luminescence, 24 h; with zVAD 60 µM. viability rescue, % at 10 µM. 220,000 compounds, 0.38% hits;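 active = activation, scaled between plate controls, above about 75%, limit read from the data; inactive = activation under that limit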;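 note: 0% = zVAD with DMSO and 100% = DMSO alone without zVAD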
FXIa inh 1536 = blocks human coagulation factor XIa protease activity; P03951; purified FXIa, Boc-Glu-Ala-Arg-AMC fluorogenic substrate; inhibition, % at 5 µM; 220,000 compounds, 0.14% hits;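 active = inhibition of at least 40%; inactive = inhibition below 40%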;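 note: fluorescence of freed AMC excited at 355 nm; 0% = enzyme without compound and 100% = no enzyme blank; many of its hits are not listed in these tables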
CHOP inhibitor = blocks CHOP induction under ER stress; CHO-K1 CHOP-promoter luciferase, tunicamycin-induced, 15-18 h; inhibition, % at 10 µM; 220,000 compounds, 3.8% hits; AID 2732;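 active = compounds that reduced the stress-induced luciferase reporter signal by more than about 70% of percent inhibition, limit read from the data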;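 note: 0% = tunicamycin plus vehicle and 100% = wells without tunicamycin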
EP2 antag = EP2 receptor (human) inhibition. P43116. inhibition, % at 25 µM. 260,000 compounds, 0.52% hits. C6 glioma cells expressing human EP2, cAMP TR-FRET; cells stimulated with saturating PGE2. AID 1422;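 active = percent inhibition above 40 after rounding to a whole number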;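 note: rat C6 glioma host cells with rolipram phosphodiesterase inhibitor present; the protocol text gives 20 µM as final concentration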
Target sequence (P43116 whole entry, looked up): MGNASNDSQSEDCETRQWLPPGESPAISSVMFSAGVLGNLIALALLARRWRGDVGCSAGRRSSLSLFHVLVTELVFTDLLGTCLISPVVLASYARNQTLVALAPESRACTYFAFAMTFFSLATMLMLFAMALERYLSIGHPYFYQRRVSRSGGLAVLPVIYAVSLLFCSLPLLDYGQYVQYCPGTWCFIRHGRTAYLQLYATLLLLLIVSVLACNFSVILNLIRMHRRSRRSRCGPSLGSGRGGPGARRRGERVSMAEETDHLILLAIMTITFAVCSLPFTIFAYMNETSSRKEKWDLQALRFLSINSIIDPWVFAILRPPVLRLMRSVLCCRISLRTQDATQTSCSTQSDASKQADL
FXIIa inh 1536 = factor XIIa (human) inhibition | P00748 | purified FXIIa, Boc-QGR-AMC fluorogenic substrate, 2 h | inhibition, % at 5 µM | 220,000 compounds, 0.3% hits | AID 800; in the data active = inhibition above about 40%;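 note: 0% = enzyme with no compound and 100% = blank without enzyme; many of its hits are not listed in these tables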
PPC-1+TRAIL kill = kills PPC-1 cancer cells in the presence of TRAIL; PPC-1 cells + TRAIL, ATPLite viability luminescence; cell killing (% activity), % at 4 µM; 220,000 compounds, 0.41% hits; AID 1443;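 active = cell killing above 50% in the first pass at 4 µM, then a duplicate retest at 5 µM averaging 50% or more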;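 note: plate controls were cells with TRAIL plus DMSO for no effect and medium-only wells lacking cells for full effect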
Starred values were filed as active, the others as inactive; · = not tested or not shown; & = joins results of further samples. Not all compounds are listed; rates above refer to the full screens.

SMILES	TbHK1 inh	Wee1 degr inh	TNF necrop inh	zVAD death inh	FXIa inh 1536	CHOP inhibitor	EP2 antag	FXIIa inh 1536	PPC-1+TRAIL kill
Cc1c(C(=O)O)nn(-c2ccccc2)c(=O)c1C#N	-29.3	-0.4	-0.1	1.0	0.8	15.2	7.3&19.0	22.7	20.2
CCOC(=O)Cc1c(C)nc2c(-c3ccccc3)cnn2c1C	-3.8	-0.1	2.4	29.1	-4.4	5.7	10.8	5.2	6.4
O=C(c1ccco1)N1CCN(C(=O)c2ccccc2OC(=O)C23CC4CC(CC(C4)C2)C3)CC1	-7.2	-2.8	-5.4	-0.3	-6.8	30.7	20.9	11.5	-19.5
CCc1nc(SCC(=O)N2CC(=O)Nc3ccccc32)c2c(C)c(C)sc2n1	0.9	-0.4	-12.0	0.1	11.4	55.9	7.1&24.7	18.3	9.8
Cc1ccc(N2C(=O)/C(=C\c3ccco3)SC2=S)cc1	14.4	2.0	-2.0	0.0	-3.0	21.6	7.1	-2.2	18.7
COC(=O)c1ccc(C(=O)Nc2nnc(-c3cccnc3)o2)cc1	-18.8	-0.8	0.3	12.3	-4.8	5.3	8.7	3.4	1.9
O=C(CCCc1nc2ccccc2s1)N1CCN(c2ccccc2)CC1	0.8	6.7	-0.2	·	8.9	-4.9	6.8	15.7	5.0
Cc1ccc(C)c(S(=O)(=O)Nc2nc3ccc(S(N)(=O)=O)cc3s2)c1	-0.2	0.0	1.2	-0.7	0.0	-3.1	4.6	2.6	4.2
CCn1ncc(Br)c1C(=O)Nc1ccc(F)cc1F	-1.0	-0.7	-0.4	0.1	17.1	26.7	5.7	25.0	14.9
O=C(COC(=O)CCC(=O)c1cccs1)NC1CC1	-4.7	-3.0	-0.7	0.8	-2.9	3.5	9.5	8.7	2.6
CC(C)Cc1nc2oc3c(NCC(C)O)ncnc3c2c2c1CCCC2 (stereo unspecified)	-6.0	-0.6	-12.8	-1.1	1.2	23.6	9.5	8.3	6.3
CC(C)(C)C(=O)Nc1nnc(CSCc2ccccc2F)s1	5.7	2.8	1.2	-0.6	4.4	33.1	6.9	3.5	9.0
c1cc2c(cc1-c1csc(NNC3=NCCCCC3)n1)OCCO2	-5.7	5.2	-2.8	-0.7	-1.7	3.6	10.9	9.1	-2.5
O=C(NCCCn1ccnc1)c1ccc(Br)c(S(=O)(=O)N2CCOCC2)c1	-3.6	-1.1	0.1	0.4	-3.0	25.3	10.7	8.7	6.1
CCOC(=O)c1ccc(N2C(=O)CC(Sc3nc(O)c(CC)c(=O)[nH]3)C2=O)cc1 (stereo unspecified)	-2.5	-0.6	-0.5	-0.6	4.8	-9.4	7.4	14.2	25.9
O=C1CC(NNc2ccccc2)C(=O)N1c1ccccc1 (stereo unspecified)	10.2	4.3	0.1	0.3	-1.6	7.8	4.3	6.1	9.4
CCN1C(=O)c2cccc3c(S(=O)(=O)NCc4ccccn4)ccc1c23	5.7	0.2	0.1	-0.5	-27.9	-12.8	12.7	1.9	3.8
O=C(O)/C=C/C(=O)NNC(=O)c1ccc(Cl)cc1Cl	-0.3	4.8	0.7	0.7	-2.2	1.9	8.2	9.8	·
COc1ccc(CCNC2=CC(=O)CC(C)(C)C2)cc1	-5.9	-3.3	-1.2	-0.6	3.1	6.3	12.8	7.8	14.5
Cc1ccc(NC(=S)Nc2ccc(Cl)c(Cl)c2)c(OC(F)F)c1	7.0	3.1	-2.4	0.5	-4.1	81.5*	7.6	4.4	-8.9
O=C(Nc1cccnc1)c1ccc(NS(=O)(=O)c2cc([N+](=O)[O-])ccc2Cl)cc1	6.3	1.6	0.3	0.6	-3.0	1.4	13.2	4.0	3.3
O=S(=O)(Nc1nc2ccccc2nc1Nc1cccc(S(=O)(=O)N2CCCCC2)c1)c1ccccc1	4.2	-1.4	0.2	0.8	4.8	74.5*	10.3	0.5	-7.9
COC(=O)c1sc2ncccc2c1OCc1c(Cl)cccc1Cl	-1.1	1.4	-4.9	0.1	0.0	49.4	4.3	-8.7	15.7
CC(=O)Nc1cccc(NS(=O)(=O)Cc2ccc(Cl)cc2)c1	-0.1	1.6	-0.8	-1.2	-3.1	43.9	15.1	0.4	2.7
O=C1/C(=C/c2cccnc2)SC(=S)N1Nc1ccccc1	-30.4	0.7	4.7	0.3	3.2	7.3	32.2	9.9	14.0
O=C(/C=C/c1ccccc1)Nn1c(-c2cccs2)nc2ccccc2c1=O	14.8	-1.7	1.6	1.3	6.4	18.7	13.2	12.3	27.9
CCn1c(CNc2nc(-c3ccccc3)cs2)nnc1SCC(=O)NCc1ccco1	-1.5	-2.3	-0.7	-0.1	-9.9	45.1	16.2	0.9	2.8
Cc1ccc(C(=O)Nc2ccccc2)cc1S(=O)(=O)Nc1ccc(Cl)cn1	-1.2	0.5	-0.9	9.8	-1.4	29.3	8.0	14.6	7.6
Cc1nc(CNS(=O)(=O)c2cccc(F)c2)cs1	-1.2	-2.9	-0.7	-0.5	·	·	-1.0	·	10.0
O=C(CSc1nnc(-c2ccccc2O)o1)Oc1ccc(OCc2ccccc2)cc1	8.8	3.4	-14.7	-0.2	2.1	22.4	4.6	6.9	9.1
Cc1cc(C2=NNC(=NC3CC3)SC2)c(C)n1-c1c(C)n(C)n(-c2ccccc2)c1=O	-29.3	0.2	2.1	·	24.6	6.9	8.4	29.7	10.6
CCOC(=O)c1c(C)[nH]c(C(=O)COC(=O)c2ccncc2)c1C	-3.9	-2.1	-1.1	2.0	-1.1	15.3	5.5	9.7	8.1
CN(C)c1ccc(/C=C/C(=O)c2ccc3c(c2)OCCO3)cc1[N+](=O)[O-]	21.4	-2.0	0.5	1.4	0.5	-34.3	9.0	9.1	4.3
NC(=O)Cc1ccc(Nc2nnc(-c3ccccc3)c3ccccc23)cc1	-17.0	0.2	-2.0	0.4	2.1	-1.3	10.2	6.4	-12.3
Cc1nc(N2CCN(C(=O)COc3ccccc3)CC2)c2c(C)c(C)sc2n1	-9.5	-0.3	-5.0	-0.2	2.9	32.2	7.7	14.0	7.0
CCOc1ccc(S(=O)(=O)Nc2cccc(OC)c2)cc1	-1.9	-1.0	-3.0	0.3	1.2	54.0	1.7	-4.7	25.2
Cc1ccsc1/C=C(\C(=O)c1ccc(OC(C)C)cc1)c1nc2ccccc2o1	-15.8	2.8	0.5	·	7.1	29.5	6.9	15.2	22.5
COC(=O)N/N=C/c1cn(CCCOc2ccccc2)c2ccccc12	34.8	0.3	3.4	1.1	0.7	52.0	13.3	3.8	4.9
CC(C)NC(=O)CSc1nc(-c2cccs2)cc(-c2ccccc2)c1C#N	-1.4	1.3	-0.2	0.4	3.5	29.1	11.6	11.8	19.7
O=C(CCCO)N/N=C/c1ccccc1[N+](=O)[O-]	-5.1	-0.6	0.6	0.8	17.4	-3.6	4.0	37.3	-2.2
C=CCn1cc(C(=O)OCC)c(=O)c2cc(F)c(F)cc21	4.8	1.6	0.8	0.2	2.5	33.5	0.1	13.0	13.1
CCOc1ccc(C(=O)c2nc3c(n2O)CCCCC3)cc1	-32.1	-0.2	0.7	-0.6	5.1	5.5	·	8.2	8.4
O=C(Nc1ccccc1)C1CC(=O)n2c(nc3ccccc32)N1 (stereo unspecified)	-2.2	-0.1	0.7	0.2	3.6	3.3	4.3	13.9	1.1
Cc1ccc(N(C(=O)C(F)(F)F)C(C(=O)NC2CCCCC2)c2cccs2)cc1C (stereo unspecified)	12.4	-3.2	-3.8	-0.3	-8.9	12.8	12.3	-4.5	10.0
COc1ccc(C(CNC(=O)c2ccc(C)c(S(=O)(=O)N3CCCCC3)c2)N(C)C)cc1OC (stereo unspecified)	-1.2	1.8	0.6	-0.1	0.1	25.1	8.8	13.4	15.5

A draw from above in order of count of non-hydrogen atoms, descending:
SMILES	TbHK1 inh	Wee1 degr inh	TNF necrop inh	zVAD death inh	FXIa inh 1536	CHOP inhibitor	EP2 antag	FXIIa inh 1536	PPC-1+TRAIL kill
COc1ccc(C(CNC(=O)c2ccc(C)c(S(=O)(=O)N3CCCCC3)c2)N(C)C)cc1OC (stereo unspecified)	-1.2	1.8	0.6	-0.1	0.1	25.1	8.8	13.4	15.5
COC(=O)N/N=C/c1cn(CCCOc2ccccc2)c2ccccc12	34.8	0.3	3.4	1.1	0.7	52.0	13.3	3.8	4.9
CCOc1ccc(C(=O)c2nc3c(n2O)CCCCC3)cc1	-32.1	-0.2	0.7	-0.6	5.1	5.5	·	8.2	8.4
C=CCn1cc(C(=O)OCC)c(=O)c2cc(F)c(F)cc21	4.8	1.6	0.8	0.2	2.5	33.5	0.1	13.0	13.1

Next compounds follow:
SMILES	TbHK1 inh	Wee1 degr inh	TNF necrop inh	zVAD death inh	FXIa inh 1536	CHOP inhibitor	EP2 antag	FXIIa inh 1536	PPC-1+TRAIL kill
CCCOc1ccc(C(=O)NNC(=S)NC(=O)c2ccco2)cc1	-15.7	7.2	-6.6	1.9	2.7	24.8	9.3	11.6	19.0
COc1cc2oc(=O)c(Br)c(C)c2c(OC)c1OC	-35.6	-0.9	-0.6	-0.4	4.3	36.2	44.3*	15.4	-0.8
COc1ccc(/C=N/NC(=O)c2nc(-c3ccccc3)cc(-c3ccccc3)n2)cc1OC	-16.2	3.1	-17.4	0.5	-2.3	-19.2	14.7	6.4	9.1
Cc1cc(C)nc(N(C#N)Cc2ccccc2)n1	3.0	-0.5	-2.5	-0.1	4.0	5.3	17.2	13.2	14.4
Cc1cccc(NC(=S)NNC(=O)c2csc3c2CCCC3)c1	14.5	2.5	-6.4	0.0	0.4	29.5	12.7	14.4	7.6
COc1ccc(CCCc2nnc(SCC(=O)Nc3cc(C)c(C)cc3Br)o2)cc1	16.3	0.7	3.0	0.1	-0.1	56.8	7.9	13.8	-6.1
O=C(COC(=O)c1cccs1)Nc1ccccc1	4.8	-0.6	1.7	0.3	-1.4	1.1	2.1&8.2	6.4	17.5
CC(=O)c1ccc(OCC(=O)Nc2ccc3c(c2)CCC3)cc1	-3.0	-3.1	-2.0	75.3*	-3.5	17.3	5.0	9.4	7.7
COc1ccc(OC)c(C2CC(=O)c3c([nH]c(C(=O)OC(C)C)c3C)C2)c1 (stereo unspecified)	0.7	1.6	-9.6	0.1	-1.1	·	8.4	15.8	25.9
CN(C(=O)CSc1nnc(NC2CCCCC2)s1)C1CCS(=O)(=O)C1 (stereo unspecified)	-4.8	1.6	0.6	1.6	-3.9	34.8	6.2	11.5	21.2
CC1(/[N+]([O-])=C/c2ccc(F)cc2)CCCCC1=O (stereo unspecified)	2.3	-1.1	4.2	-0.3	-4.8	0.8	6.7	2.8	-15.4
CCCn1c(NCc2cc(C)ccc2O)nc2ccccc21	1.1	1.2	0.3	0.6	1.4	20.0	4.2	4.8	8.8
Cc1cccc(NC(=O)Cc2noc3ccccc23)c1C	-1.9	1.4	2.8	0.4	-1.6	-10.3	10.3	6.1	12.2

3 of the entries above in order of the CHOP inhibitor value, rising:
molecule,CHOP inhibitor
CN(C)c1ccc(/C=C/C(=O)c2ccc3c(c2)OCCO3)cc1[N+](=O)[O-],-34.3
Cc1cccc(NC(=O)Cc2noc3ccccc23)c1C,-10.3
Cc1cc(C)nc(N(C#N)Cc2ccccc2)n1,5.3
